Screening data from PubChem BioAssay.
ROS inducer: inducers of reactive oxygen species in cancer cells; actives 2% (n = 46,000); U2OS ROS induction, H2DCF-DA fluorescence; ROS induction (% of piperlongumine), % at 10 µM; in the data active = ROS induction above about 79%, passing the limit was not always enough;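 also: 0% = DMSO vehicle median and 100% = reference compound median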
* hit, by the source's call. These rows are one share of the data; count on the stated rates, not on these rows.

`Cc1noc(C)c1S(=O)(=O)Nc1cccc2c1O[C@@H](CN(C)CC1CC1)[C@@H](C)CN([C@@H](C)CO)C2=O` gave ROS inducer -10.
`C[C@@H]1CCCCO[C@H](CN(C)C(=O)Nc2ccccc2)[C@@H](C)CN([C@H](C)CO)C(=O)c2cc(NS(=O)(=O)c3cccs3)ccc2O1` gave ROS inducer 6.
Cc1ccc(S(=O)(=O)Nc2ccc3c(c2)C(=O)N([C@H](C)CO)C[C@H](C)[C@H](CN(C)C)O3)cc1 was read as ROS inducer 1.
For CCOC(=O)c1c(NC(=O)CSc2ncn[nH]2)sc2c1CCCC2 the results were ROS inducer 15.
Cc1ccc2nc(C)nc(-c3ccccc3)c2c1 was read as ROS inducer 30.
`C[C@@H]1CN([C@@H](C)CO)C(=O)c2cccc(NC(=O)Nc3ccc4c(c3)OCO4)c2O[C@H]1CN(C)S(=O)(=O)c1ccc(Cl)cc1` gave ROS inducer 6.
Screening COc1ccc(-c2cc(C)nc(SCC(=O)Nc3ccccc3F)n2)cc1 returned ROS inducer 5.
`COc1cccc(C(=O)NCCN=C2NS(=O)(=O)c3ccccc32)c1` gave ROS inducer 3.
`O=C1CC(c2ccccc2)CC(O)=C1C=Nc1ccccc1` (stereo unspecified) gave ROS inducer 3.
`CCOc1ccccc1-n1c(N)c(C#N)c(N)c(C#N)c1=S` gave ROS inducer 2.
`NC(=O)c1ccccc1NC(=O)c1cccc(COc2ccc3c(c2)CCC3)c1` gave ROS inducer 53.
C[C@@H]1CN([C@H](C)CO)C(=O)c2cccc(NC(=O)Nc3cccc4ccccc34)c2O[C@H]1CN(C)S(=O)(=O)c1ccccc1 was read as ROS inducer 1.
`O=C(NC(Nc1cccc(C(F)(F)F)c1)C(=O)c1ccccc1)c1cccs1` (stereo unspecified) gave ROS inducer 26.
Screening Cc1c(CC(=O)Nc2ccc(Cl)cc2)sc2ccc(Cl)cc12 returned ROS inducer 9.
`C[C@@H]1CN([C@@H](C)CO)C(=O)c2cc(NC(=O)Nc3ccc(C(F)(F)F)cc3)ccc2O[C@@H]1CN(C)Cc1ccccc1` gave ROS inducer 17.
Screening Cc1cc(C(=O)Nc2cccc3c2O[C@H](CN(C)C(=O)Nc2ccc(C(F)(F)F)cc2)[C@@H](C)CN([C@@H](C)CO)C3=O)n(C)n1 returned ROS inducer -9.
`C[C@@H]1CCCCO[C@@H](CN(C)Cc2ccc(C(=O)O)cc2)[C@@H](C)CN([C@H](C)CO)C(=O)c2cc(NS(=O)(=O)c3ccc(Cl)cc3)ccc2O1` gave ROS inducer -3.
O=[N+]([O-])c1cccc(S(=O)(=O)NCCOc2cccc3cccnc23)c1 was read as ROS inducer 2.
Screening C[C@H]1CN([C@@H](C)CO)C(=O)c2cccc(NC(=O)Nc3ccc(F)cc3)c2O[C@@H]1CN(C)Cc1ccncc1 returned ROS inducer -1.
For O=C(CCSc1nnc2ccccn12)Nc1cccc(-c2nc3ccccc3s2)c1 the results were ROS inducer -7.
C[C@H]1CN([C@@H](C)CO)C(=O)Cc2cc(NC(=O)Nc3ccc(F)cc3)ccc2O[C@H]1CN(C)Cc1ccccc1 was read as ROS inducer 40.
C[C@@H]1CN([C@H](C)CO)C(=O)c2cccc(NC(=O)c3ccc(-c4nccs4)cc3)c2O[C@@H]1CN(C)C was read as ROS inducer -1.
For C/C=C(C)\C=N\NC(=O)CCCCC(=O)NO the results were ROS inducer 2.
Screening CSc1n[nH]c(NC(=O)c2ccccc2Cl)c1S(=O)(=O)c1ccc(Cl)cc1 returned ROS inducer -10.
COc1ccc(NC(=O)CC(=O)Nc2ccc(OC)cc2)cc1 was read as ROS inducer 10.
Screening CNc1ccc(S(=O)(=O)c2ccc(NC)cc2)cc1 returned ROS inducer 12.
Screening C[C@@H]1CN([C@@H](C)CO)C(=O)Cc2cc(NS(=O)(=O)c3cn(C)cn3)ccc2O[C@@H]1CN(C)C(=O)Nc1ccc(F)cc1 returned ROS inducer 36.
For CNC[C@@H]1Oc2ccc(NS(=O)(=O)c3ccccc3)cc2CC(=O)N([C@H](C)CO)C[C@H]1C the results were ROS inducer -3.
`C[C@@H]1CN([C@H](C)CO)C(=O)c2cccc(NC(=O)C3CCCCC3)c2O[C@H]1CN(C)S(=O)(=O)c1cccs1` gave ROS inducer -2.
`C[C@H]1CN([C@@H](C)CO)C(=O)c2cccc(NC(=O)NC3CCCCC3)c2O[C@@H]1CN(C)Cc1ccc(Cl)c(Cl)c1` gave ROS inducer 18.

Reprinted at random: 2 compounds from above.
Screening CNc1ccc(S(=O)(=O)c2ccc(NC)cc2)cc1 returned ROS inducer 12.
C[C@H]1CN([C@@H](C)CO)C(=O)Cc2cc(NC(=O)Nc3ccc(F)cc3)ccc2O[C@H]1CN(C)Cc1ccccc1 was read as ROS inducer 40.

Additional results follow:
Screening Cc1noc(C)c1NC(=O)N(C)C[C@@H]1Oc2ccc(NC(=O)C3CC3)cc2C(=O)N([C@H](C)CO)C[C@@H]1C returned ROS inducer 0.
For Cc1noc(C)c1S(=O)(=O)N(C)C[C@@H]1OCc2cn(nn2)CCCC(=O)N([C@H](C)CO)C[C@H]1C the results were ROS inducer 29.
Screening O=c1oc2ccccc2c2c1ncn2CCN1CCCC1 returned ROS inducer 16.
`C[C@H](CO)N1C[C@H](C)[C@@H](CN(C)C(=O)Nc2ccc(F)cc2)Oc2c(NS(=O)(=O)c3cccs3)cccc2C1=O` gave ROS inducer 1.
C[C@H](CO)N1C[C@H](C)[C@@H](CN(C)C(=O)Nc2ccc(F)cc2)Oc2c(NC(=O)c3ccc(-c4nccs4)cc3)cccc2C1=O was read as ROS inducer 3.
Screening CN(CC(=O)Nc1ccc(F)c(Cl)c1)S(=O)(=O)c1ccc2ccccc2c1 returned ROS inducer 36.
O=C(c1ccccc1)c1ccc(COC(=O)c2ccccc2NC(=O)c2ccco2)cc1 was read as ROS inducer 14.
`COc1ccc(C#Cc2ccc3c(c2)[C@]2(C(=O)N3)[C@H](c3ccccc3OCCO)N3[C@H](c4ccccc4)[C@H](c4ccccc4)OC(=O)[C@H]3[C@@H]2C(=O)N2CCc3cc(OC)c(OC)cc3C2)cc1` gave ROS inducer 64.
For O=C1c2ccccc2-c2c(NCCc3ccccc3)c(=O)[nH]c3cccc1c23 the results were ROS inducer 813*.
C[C@H](CO)N1C[C@H](C)[C@@H](CN(C)S(=O)(=O)c2cn(C)cn2)Oc2c(NC(=O)Nc3ccc(C(F)(F)F)cc3)cccc2C1=O was read as ROS inducer 20.
`O=C1O[C@H](c2ccccc2)[C@H](c2ccccc2)N2[C@H]1[C@@H](C(=O)N1CCCCCCC1)[C@]1(C(=O)Nc3ccc(C#CCCO)cc31)[C@H]2c1ccc(O)cc1` gave ROS inducer 6.
For C[C@@H]1O[C@@H](O[C@H]2[C@H](O)[C@@H](O[C@@H]3O[C@H](CO)[C@@H](O)[C@H](O)[C@H]3O)[C@H](O[C@H]3CC[C@@]4(C)C(=CC[C@@H]5C4CC[C@@]4(C)C5C[C@@H]5O[C@]6(CC[C@@](C)(CO)O6)[C@@H](C)[C@@H]54)C3)O[C@@H]2CO)[C@H](O)[C@H](O)[C@H]1O (stereo partly specified) the results were ROS inducer -10.
`O=S(=O)(NCC1CCN(Cc2ccc(OCCO)cc2)CC1)c1cc(Cl)ccc1Cl` gave ROS inducer 14.
C[C@@H]1CN([C@@H](C)CO)C(=O)c2cccc(NC(=O)Nc3ccc4c(c3)OCO4)c2O[C@@H]1CN(C)C was read as ROS inducer -12.
Screening C[C@@H]1CCCCO[C@H](CN(C)C(=O)C2CCCCC2)[C@@H](C)CN([C@H](C)CO)C(=O)c2cc(NS(=O)(=O)c3ccc(Cl)cc3)ccc2O1 returned ROS inducer 35.
`C[C@H]1CN([C@@H](C)CO)C(=O)Cc2cc(NC(=O)Cc3cn(C)c4ccccc34)ccc2O[C@H]1CN(C)S(=O)(=O)c1ccc(Cl)cc1` gave ROS inducer 28.
For C[C@@H]1CN([C@H](C)CO)C(=O)c2cc(NS(=O)(=O)c3ccccc3)ccc2O[C@@H]1CN(C)C the results were ROS inducer 14.
NC(=O)c1ccc[n+](CC(=O)c2ccccc2)c1 was read as ROS inducer 6.
Screening CC(C)c1nnc(N2C(=O)c3oc4ccccc4c(=O)c3C2c2ccco2)s1 (stereo unspecified) returned ROS inducer 9.
Screening Cc1noc(C)c1S(=O)(=O)N(C)C[C@@H]1Oc2ccc(NS(=O)(=O)c3ccc(Cl)cc3)cc2C(=O)N([C@H](C)CO)C[C@@H]1C returned ROS inducer 8.
C[C@@H]1CN([C@@H](C)CO)C(=O)c2cc(NS(=O)(=O)c3ccccc3)ccc2O[C@H]1CN(C)S(=O)(=O)c1ccc(Cl)cc1 was read as ROS inducer 9.
COc1ccc(S(=O)(=O)N(C)C[C@@H]2Oc3ccc(N(C)C)cc3C(=O)N([C@H](C)CO)C[C@H]2C)cc1 was read as ROS inducer 29.
For Cc1ccc(-n2nnnc2SCC(=O)Nc2ccc(N3CCOCC3)c(Cl)c2)cc1C the results were ROS inducer -3.
`c1ccc(-c2ccc3c(n2)CCc2ccccc2-3)cc1` gave ROS inducer 107*.
Screening C[C@H]1CN([C@@H](C)CO)C(=O)c2cc(NC(=O)NC3CCCCC3)ccc2O[C@H]1CN(C)Cc1ccc(Cl)c(Cl)c1 returned ROS inducer -13.
Screening CCN(CC(=O)Nc1ccc(C(F)(F)F)cc1)S(=O)(=O)c1ccc(C)cc1 returned ROS inducer 2.
For O=C(CSc1ncccn1)Nc1ccc(Cl)cc1Cl the results were ROS inducer -35.
`COc1ccc(Cc2nnc(N)o2)cc1OC` gave ROS inducer 3.
For Cc1noc(C)c1NC(=O)N(C)C[C@@H]1Oc2c(NC(=O)Nc3ccc(F)cc3)cccc2C(=O)N([C@H](C)CO)C[C@@H]1C the results were ROS inducer -2.
`C[C@H]1CN([C@@H](C)CO)C(=O)c2cccc(NC(=O)c3cnccn3)c2O[C@@H]1CN(C)S(=O)(=O)c1ccc(F)cc1` gave ROS inducer 0.
Screening C[C@@H]1CN([C@@H](C)CO)C(=O)CCCn2nncc2CO[C@@H]1CN(C)Cc1cccc2c1OCCCO2 returned ROS inducer 3.
Cc1cc(C(=O)Nc2cccc3c2O[C@@H](CN(C)C(=O)NC2CCCCC2)[C@H](C)CN([C@@H](C)CO)C3=O)n(C)n1 was read as ROS inducer -6.
CC(C)n1c(C(F)(F)F)nc2cc(C(=O)N3CCOCC3)ccc21 was read as ROS inducer -9.
Screening C[C@@H]1CN([C@H](C)CO)C(=O)Cc2cc(NS(=O)(=O)c3cccs3)ccc2O[C@@H]1CN(C)Cc1ccc2c(c1)OCO2 returned ROS inducer 10.
For COc1ccc(Sc2ccccc2COC(C)=O)c(C(=O)O)c1 the results were ROS inducer 22.
`C[C@H]1CN([C@@H](C)CO)C(=O)c2cccc(NC(=O)NC3CCCCC3)c2O[C@H]1CN(C)Cc1ccc(C(=O)O)cc1` gave ROS inducer -6.
`O=C(c1cccc(N2C(=O)c3ccccc3C2=O)c1)N1CCCCC1` gave ROS inducer 2.
Screening NNC(=O)c1nnn(-c2nonc2N)c1CNc1ccccc1 returned ROS inducer -14.
For C[C@H]1CN([C@@H](C)CO)C(=O)Cc2cc(NC(=O)C3CCCCC3)ccc2O[C@@H]1CN(C)C(=O)Nc1ccccc1 the results were ROS inducer 11.
COc1ccc(C(C)=O)c(O)c1 was read as ROS inducer 2.
`NC(=O)NCC#Cc1ccc2c(c1)[C@]1(C(=O)N2)[C@H](C(=O)O)[C@H]2C(=O)O[C@H](c3ccccc3)[C@H](c3ccccc3)N2[C@@H]1c1ccccc1OCCO` gave ROS inducer 11.
For CCc1nn(C(CC)C(=O)NC2CCCC2)c(=O)c2cc3oc(C)cc3n12 (stereo unspecified) the results were ROS inducer 0.
For C[C@H](CO)N1C[C@H](C)[C@H](CN(C)C(=O)Nc2ccc(C(F)(F)F)cc2)Oc2ccc(NS(C)(=O)=O)cc2C1=O the results were ROS inducer 2.
Cc1ccc2nc(C3CCCCC3)oc2c1 was read as ROS inducer -5.
COc1ccc(CCNC(=O)CSc2ncnc3c2nnn3Cc2ccccc2)cc1OC was read as ROS inducer 11.
Screening CC(c1ccccc1)n1c(CCCO)nc2ccccc21 (stereo unspecified) returned ROS inducer -5.
For C[C@H](CO)N1C[C@H](C)[C@H](CN(C)C(=O)Nc2ccc3c(c2)OCCO3)OCc2cnnn2CCCC1=O the results were ROS inducer 4.
CCCCn1cc(SCC(=O)O)c2ccccc21 was read as ROS inducer -5.
Nc1sc(-c2ccccc2)c(Cc2ccccc2)c1C(=O)O was read as ROS inducer -1.

By substructure, those above containing a thiophene ring, fused or not
`C[C@@H]1CCCCO[C@H](CN(C)C(=O)Nc2ccccc2)[C@@H](C)CN([C@H](C)CO)C(=O)c2cc(NS(=O)(=O)c3cccs3)ccc2O1` gave ROS inducer 6.
For CCOC(=O)c1c(NC(=O)CSc2ncn[nH]2)sc2c1CCCC2 the results were ROS inducer 15.
`O=C(NC(Nc1cccc(C(F)(F)F)c1)C(=O)c1ccccc1)c1cccs1` (stereo unspecified) gave ROS inducer 26.
Screening Cc1c(CC(=O)Nc2ccc(Cl)cc2)sc2ccc(Cl)cc12 returned ROS inducer 9.
`C[C@@H]1CN([C@H](C)CO)C(=O)c2cccc(NC(=O)C3CCCCC3)c2O[C@H]1CN(C)S(=O)(=O)c1cccs1` gave ROS inducer -2.
`C[C@H](CO)N1C[C@H](C)[C@@H](CN(C)C(=O)Nc2ccc(F)cc2)Oc2c(NS(=O)(=O)c3cccs3)cccc2C1=O` gave ROS inducer 1.
Screening C[C@@H]1CN([C@H](C)CO)C(=O)Cc2cc(NS(=O)(=O)c3cccs3)ccc2O[C@@H]1CN(C)Cc1ccc2c(c1)OCO2 returned ROS inducer 10.
Nc1sc(-c2ccccc2)c(Cc2ccccc2)c1C(=O)O was read as ROS inducer -1.
